Source: PubChem
Tat transport – blocks Tat-dependent protein export in E. coli; E. coli MC4100 TorA-mCherry Tat export, fluorescence; inhibition, % at 10 µM; hit rate 0.036% among 340,000;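 active = mean replicate inhibition at least 50% and at least half of replicates individually reaching 50%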;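 also: exported cargo escapes ClpAP degradation while cytoplasmic cargo is degraded and loses fluorescence; 0% = median of neutral control wells and 100% = median of NaSCN control wells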
Wnt bcat act – Wnt/beta-catenin pathway activation; Wnt/beta-catenin reporter cell assay, activator, plate reader; activation, % at 9.35 µM; hit rate 1.2% among 300,000; in the data active = activation above about 30%, passing the limit was not always enough;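 also: 0% = neutral control wells and 100% = positive control wells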
AddAB inh – less growth of phage-infected E. coli with AddAB. E. coli expressing H. pylori AddAB, absorbance growth. inhibition, % at 11.9 µM. hit rate 0.29% among 330,000. AID 435030; in the data active = inhibition above about 12%;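 also: 0% = vehicle wells of infected cells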
Rtt109 HAT inh – blocks Candida albicans Rtt109/Vps75 acetyltransferase activity; purified Rtt109/Vps75, ThioGlo CoA-SH fluorescence, 4 h; inhibition, % at 34.9 µM; hit rate 0.16% among 330,000; AID 540336;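 active = inhibition of at least 50% in every replicate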
Target sequence (Q5AAJ8 whole entry, looked up): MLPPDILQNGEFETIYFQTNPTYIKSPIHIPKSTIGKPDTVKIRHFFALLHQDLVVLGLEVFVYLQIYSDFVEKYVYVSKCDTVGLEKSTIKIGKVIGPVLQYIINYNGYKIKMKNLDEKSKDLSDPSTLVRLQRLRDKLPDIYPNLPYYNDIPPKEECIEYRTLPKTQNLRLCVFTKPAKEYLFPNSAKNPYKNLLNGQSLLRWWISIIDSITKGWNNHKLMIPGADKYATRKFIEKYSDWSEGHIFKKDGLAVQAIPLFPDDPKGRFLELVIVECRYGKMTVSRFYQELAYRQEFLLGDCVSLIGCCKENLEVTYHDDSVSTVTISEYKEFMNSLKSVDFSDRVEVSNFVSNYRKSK
phage Ecoli inh – E. coli growth loss with phage present; growth absorbance; inhibition, % at 11.9 µM; hit rate 0.26% among 360,000; in the data active = inhibition above about 11%
Ecoli viability – counter-screen for AddAB inhibitors: E. coli growth inhibition; inhibition, % at 11.9 µM; E. coli V3065 growth, OD600 absorbance, 18 h; AID 449728; hit rate 0.27% among 330,000;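 active = inhibition above the campaign's mean inhibition across all tested compounds plus 3 SD, cut at about 9.9% in these data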;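 also: uninfected addAB+ strain grown without phage in ampicillin broth; 0% = DMSO wells and 100% = ciprofloxacin 0.95 µg/ml wells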
DAGLB inhibitor – blocks human DAGLB lipase activity; Q8NCG7; inhibition, % at 5.17 µM; hit rate 0.059% among 340,000; HEK293T DAGLB membrane lysate, EnzChek fluorogenic substrate; in the data active = inhibition above about 34%;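 also: 0% = enzyme with vehicle and 100% = wells lacking enzyme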
Target sequence (Q8NCG7 whole entry, looked up): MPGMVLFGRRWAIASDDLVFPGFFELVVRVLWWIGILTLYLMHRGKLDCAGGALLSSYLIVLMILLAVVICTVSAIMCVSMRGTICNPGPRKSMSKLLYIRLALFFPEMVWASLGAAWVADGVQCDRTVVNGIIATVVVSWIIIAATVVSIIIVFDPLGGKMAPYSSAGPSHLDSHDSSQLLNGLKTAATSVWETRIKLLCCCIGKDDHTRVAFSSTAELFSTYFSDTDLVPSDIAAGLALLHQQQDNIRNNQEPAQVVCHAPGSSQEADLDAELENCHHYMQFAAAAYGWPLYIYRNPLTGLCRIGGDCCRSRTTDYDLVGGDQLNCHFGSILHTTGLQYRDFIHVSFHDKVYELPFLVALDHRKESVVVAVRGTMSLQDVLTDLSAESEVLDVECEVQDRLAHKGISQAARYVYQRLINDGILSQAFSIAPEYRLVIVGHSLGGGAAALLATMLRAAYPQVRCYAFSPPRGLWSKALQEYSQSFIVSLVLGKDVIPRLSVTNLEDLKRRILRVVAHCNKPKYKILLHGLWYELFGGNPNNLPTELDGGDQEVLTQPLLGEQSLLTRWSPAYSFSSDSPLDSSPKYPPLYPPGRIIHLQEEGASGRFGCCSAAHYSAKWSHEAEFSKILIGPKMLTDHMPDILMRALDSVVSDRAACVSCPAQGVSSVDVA
CAL PDZ inh – human CAL PDZ-peptide interaction inhibition; purified CAL PDZ, TMR-peptide fluorescence polarization, 1 h; inhibition, % at 20 µM; hit rate 0.02% among 330,000; AID 504414;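 active = highest replicate inhibition of at least 40%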;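 also: plate controls were DMSO neutral control wells for no effect and unlabeled competitor peptide control wells for full effect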
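System: purified tagged CAL PDZ domain construct (CerCALP). Schedule: 1 h incubation at room temperature before polarization reading. Medium: 25 mM sodium phosphate pH 7.4, 150 mM NaCl, TCEP, IgG, Thesit. Read-out: percent inhibition from loss of millipolarization. Measured by: FP readout, S and P plane fluorescence. Probe or stimulus: fluorescent TMR peptide probe.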
PfHsp90 yeast 2 – inhibits growth of yeast expressing Plasmodium falciparum Hsp90; S. cerevisiae expressing PfHsp90, BacTiter-Glo ATP, 48 h; yeast lacking PDR1 and PDR3 efflux regulators; inhibition, % at 9.4 µM; hit rate 0.32% among 310,000; AID 504621;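 active = every replicate shows inhibition above about 80%, whatever the replicate mean, limit read from the data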;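 also: 0% = DMSO neutral controls and 100% = 20 µM radicicol positive controls; yeast relying on Plasmodium falciparum Hsp90 in place of its own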
PvdQ acylase – P. aeruginosa PvdQ acylase inhibition | hit rate 0.063% among 340,000 | inhibition, % at 10 µM | purified PvdQ acylase, fluorescence plate reader; in the data active = inhibition above about 30%, passing the limit was not always enough;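 also: 0% = vehicle neutral wells and 100% = reference inhibitor wells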
Numbers without * were called inactive; . = no result given.

No.	SMILES	Tat transport	Wnt bcat act	AddAB inh	Rtt109 HAT inh	phage Ecoli inh
1	CN(CCC1CCCCO1)Cc1cn(C)nc1-c1ccc2c(c1)OCCO2 (stereo unspecified)	-8	-3	0.7	-5	1.7
2	Cc1ccc(C(=O)OC(C(=O)O)C(OC(=O)c2ccc(C)cc2)C(=O)O)cc1 (stereo unspecified)	-3	-4	0.9	2	-1.6
3	COc1ccc(CCN2CCCn3c2nc2c3c(=O)n(CC(N)=O)c(=O)n2C)cc1OC	-1	1	.	-6	-0.2
4	CCC1=NN(C(=O)c2ccc(Cl)cc2)C(O)(c2ccc(C)cc2)C1 (stereo unspecified)	-1	-1	.	7	1.5
5	CCC(C)C(NC(=O)OC(C)(C)C)C(=O)NC(C(=O)N1CCCC1C(N)=O)C(C)CC (stereo unspecified)	-3	-1	0.8	5	2.9
6	O=S(c1ccccc1O)S(=O)c1ccccc1O (stereo unspecified)	-4	4	.	-21	-0.9
7	COc1ccc(N2CCN(C(=O)NC34CC5CC(CC(C5)C3)C4)CC2)cc1	1	0	4.3	23	2.9
8	COc1ncccc1C(=O)NC1CCCc2c1cnn2-c1cc(C)cc(C)c1 (stereo unspecified)	15	-3	-1.5	3	0.9
9	Cc1cc([N+](=O)[O-])c(-c2ccc(/C=N/n3cnnc3)o2)cc1Cl	0	-1	1.1	-11	3.5
10	O=C(Nc1ccc(F)cc1)N1CCN(c2ccc3nnc(-c4ccc(F)cc4)n3n2)CC1	0	3	3.2	3	1.9

No.	Ecoli viability	DAGLB inhibitor	CAL PDZ inh	PfHsp90 yeast 2	PvdQ acylase
1	-2.3	1	-1.9	-2	-4
2	1.1	1	-0.6	-19	-8
3	.	2	-0.9	18	-14
4	.	1	0.4	-1	-2
5	0.8	-3	-1.0	16	-3
6	.	11	-1.1	30	-10
7	0.3	-2	0.3	-1	-11
8	-2.6	0	-2.3	-9	-4
9	-1.9	5	-0.5	.	9
10	0.2	2	-6.2	-10	-11

Random excerpt: 5 records from the list, in no set order.
No.	SMILES	Tat transport	Wnt bcat act	AddAB inh	Rtt109 HAT inh	phage Ecoli inh
9	Cc1cc([N+](=O)[O-])c(-c2ccc(/C=N/n3cnnc3)o2)cc1Cl	0	-1	1.1	-11	3.5
6	O=S(c1ccccc1O)S(=O)c1ccccc1O (stereo unspecified)	-4	4	.	-21	-0.9
8	COc1ncccc1C(=O)NC1CCCc2c1cnn2-c1cc(C)cc(C)c1 (stereo unspecified)	15	-3	-1.5	3	0.9
3	COc1ccc(CCN2CCCn3c2nc2c3c(=O)n(CC(N)=O)c(=O)n2C)cc1OC	-1	1	.	-6	-0.2
4	CCC1=NN(C(=O)c2ccc(Cl)cc2)C(O)(c2ccc(C)cc2)C1 (stereo unspecified)	-1	-1	.	7	1.5

No.	Ecoli viability	DAGLB inhibitor	CAL PDZ inh	PfHsp90 yeast 2	PvdQ acylase
9	-1.9	5	-0.5	.	9
6	.	11	-1.1	30	-10
8	-2.6	0	-2.3	-9	-4
3	.	2	-0.9	18	-14
4	.	1	0.4	-1	-2

The list continues:
No.	SMILES	Tat transport	Wnt bcat act	AddAB inh	Rtt109 HAT inh	phage Ecoli inh
11	C=CCOC(=O)Nc1snnc1C	6	-1	5.8	-2	2.9
12	Cc1cc(=O)oc2cc(OCC(=O)OCC(=O)N3CCC(C)CC3)ccc12	-5	-1	-1.4	6	5.0
13	COc1ccc(Nc2nc(N)c([N+](=O)[O-])c(N3CCCC3)n2)cc1	-3	0	-1.2	4	3.0
14	C=CCn1c(COc2ccc(F)cc2)nnc1SCC(=O)NC1CC1	-8	-2	-0.4	-4	1.2
15	CC(CCc1ccccc1)NC(=O)COC(=O)c1ccc(S(C)(=O)=O)c([N+](=O)[O-])c1 (stereo unspecified)	3	-19	-1.4	0	-0.3
16	COc1ccc(C(=O)OCc2c(C)noc2C)cc1	7	-1	-1.2	-2	4.6
17	O=C(NCc1ccccc1)c1cccc(Br)n1	10	0	-1.1	-3	-0.3
18	CC(C)C(=O)N1CCN(c2ccccc2NC(=O)c2cc([N+](=O)[O-])ccc2N2CCOCC2)CC1	2	-3	-0.7	7	-1.7
19	COc1ccc(N(CC(=O)N2CCOCC2)S(C)(=O)=O)cc1Cl	-7	-1	0.7	-8	-1.9
20	CCn1c(SCC(=O)N2c3ccccc3Sc3ccccc32)nc2c1c(=O)n(C)c(=O)n2C	-4	.	0.3	4	3.0

No.	Ecoli viability	DAGLB inhibitor	CAL PDZ inh	PfHsp90 yeast 2	PvdQ acylase
11	3.1	-2	-0.6	-36	0
12	-1.9	1	0.2	13	9
13	-1.4	3	0.4	49	-14
14	2.5	-1	-0.2	8	-6
15	-0.8	-20	-1.7	-24	-5
16	0.2	-1	0.2	9	-9
17	-2.6	-3	-0.1	-14	4
18	-2.7	3	0.0	-19	-10
19	-1.3	-3	.	5	-15
20	-1.0	1	-2.9	-16	7

Next part.
No.	SMILES	Tat transport	Wnt bcat act	AddAB inh	Rtt109 HAT inh	phage Ecoli inh
21	CCCC(C(=O)NC1=NCCS1)c1ccccc1 (stereo unspecified)	-2	-7	0.7	-1	2.4
22	Cn1nc(-c2ccc(C(=O)NCCO)cc2)c2ccccc2c1=O	2	6	1.9	-5	1.2
23	CCOC(=O)N1CCN(C(=S)NC(=O)c2ccc(Br)cc2)CC1	3	1	3.7	-7	0.6
24	Cc1cccc(NC(=O)[C@@H]2CCCN2C2=NS(=O)(=O)c3ccccc32)c1C	-14	2	-0.2	-2	2.5
25	CCc1ccc(NC(=S)Nn2cnnc2)cc1	3	-1	1.4	0	0.1
26	O=C(NCCO)c1ccc(CSc2nc3ccccc3[nH]2)cc1	-6	1	2.0	-12	3.3
27	CC(=O)c1sc(NC(=O)c2oc3ccc(F)cc3c2C)nc1C	-7	39*	1.8	6	2.4
28	Cc1cc(C)c(S(=O)(=O)N2CCCOC2CNC(=O)C(=O)NCCC2=CCCCC2)c(C)c1 (stereo unspecified)	-3	-1	1.3	6	1.5
29	CCn1nnnc1SCC(=O)c1cccc(OC)c1	2	14	2.5	-11	3.6
30	Cc1noc(C)c1COc1ccc(C(=O)N2CCC(C)CC2)cc1	2	-4	0.1	14	-0.8

No.	Ecoli viability	DAGLB inhibitor	CAL PDZ inh	PfHsp90 yeast 2	PvdQ acylase
21	-0.3	-2	-1.7	0	-13
22	1.1	0	0.5	1	-7
23	-0.3	0	0.1	3	0
24	-2.5	-1	1.3	1	-11
25	1.8	-1	16	4	-7
26	1.9	-2	-2.3	-18	-11
27	-2.6	0	-0.2	-6	-2
28	0.6	2	-1.1	14	8
29	0.2	-1	-3.0	.	-10
30	3.2	-6	-0.2	.	4

Later entries.
No.	SMILES	Tat transport	Wnt bcat act	AddAB inh	Rtt109 HAT inh	phage Ecoli inh
31	O=C(c1ccco1)N(CC1CCCO1)c1nc(-c2ccccc2)cs1 (stereo unspecified)	9	.	0.6	7	-0.1
32	O=C(CNS(=O)(=O)c1ccc(C(=O)N2CCCCC2)cc1)N1CCCCC1	0	-1	-0.3	-9	2.2
33	O=c1c2ccccc2ncn1CCCSc1ccc(Cl)cc1	4	.	0.5	4	2.0
34	COC(=O)c1sc(N)c(C(=O)OC)c1CSc1nnc(-c2ccccc2Cl)n1C	1	.	0.1	-1	3.5
35	O=[N+]([O-])c1ccc(O)c(-c2cc(C(F)(F)F)nc(-c3ccccc3)n2)c1	2	-12	3.1	0	5.1
36	CNc1nc(C)c(C(=O)c2ccc(Cl)cc2)s1	-6	.	1.3	7	2.0
37	CC(=O)c1ccc(C#CC(C)(C)O)s1	7	.	3.5	-5	-0.5
38	Cc1ccc(S(=O)(=O)Oc2ccccc2/C=C2/SC(=O)NC2=O)cc1	-9	-1	-0.8	-9	2.2
39	COC(=O)CSC1=C(C#N)C(c2cccc(F)c2)CC(=O)N1 (stereo unspecified)	0	-2	0.9	-3	2.3
40	O=C(OC(C(=O)NCc1cccs1)c1ccc(F)cc1)c1ccco1 (stereo unspecified)	4	3	1.4	-10	2.3

No.	Ecoli viability	DAGLB inhibitor	CAL PDZ inh	PfHsp90 yeast 2	PvdQ acylase
31	0.1	-6	-0.8	-43	-11
32	-0.6	0	-2.1	17	-6
33	0.9	-4	-2.2	1	-8
34	-2.1	-1	-1.9	-5	7
35	3.9	0	-1.2	14	-4
36	1.7	5	-1.2	-3	10
37	1.4	-1	0.6	-30	-12
38	-1.8	8	-0.9	-4	-3
39	0.9	-1	-0.4	19	-3
40	-2.4	-2	-2.3	2	-7

(cont.)
No.	SMILES	Tat transport	Wnt bcat act	AddAB inh	Rtt109 HAT inh	phage Ecoli inh
41	C[C@H]1NC(=O)[C@]2(C)[C@@H](c3ccccc3)[C@H]3COc4ccccc4[C@@H]3N2C1=O	-3	-3	.	-10	-0.2
42	O=C(C[n+]1cccc(CO)c1)Nc1nc2ccccc2s1	1	-5	3.8	6	0.6
43	O=C(COC(=O)c1ccc(Cl)nc1)NCc1ccc2c(c1)OCO2	-6	.	2.0	-9	3.4
44	O=c1cc(-c2cccc(Br)c2)oc2cccc(O)c12	-9	14	2.3	-9	0.6
45	O=[N+]([O-])c1ccccc1/C=C/C=N/Nc1nc(N2CCCCC2)nc(N2CCCCC2)n1	-8	0	-1.9	-7	1.3
46	COCCNC(=O)c1ccc(CS(=O)(=O)c2ccc(C)cc2)o1	5	-4	2.4	6	2.4
47	N#C/C(=C/c1ccc(F)cc1)c1nnc(NC(=O)c2ccccc2)s1	6	14	2.5	-13	0.8
48	C/C(=N\NC(=O)Cc1ccc(Cl)cc1)c1ccc(F)cc1	-4	0	2.3	-1	0.6
49	Cc1cccc(S(=O)(=O)Nc2ccc(-n3c(C)nc4ccccc4c3=O)cc2)c1	-6	0	3.6	2	4.0
50	COc1ccc(C(C#N)N2CCOCC2)cc1 (stereo unspecified)	-7	.	1.3	11	0.7

No.	Ecoli viability	DAGLB inhibitor	CAL PDZ inh	PfHsp90 yeast 2	PvdQ acylase
41	.	1	-1.1	-20	-8
42	1.3	-1	-2.6	-18	-1
43	0.3	-2	-0.6	-22	-7
44	0.7	-5	-1.2	-38	-10
45	-2.6	-3	0.1	-2	-3
46	-0.1	0	-0.8	0	-14
47	0.8	0	-1.0	-38	0
48	2.5	0	-0.2	-3	4
49	1.1	2	-0.8	-1	-7
50	0.3	0	-0.2	-11	-4
